IDE act: human IDE activators in live cells, primary screen, fluorescence polarization, HEK cells, FAbeta-B substrate; Insulin-degrading enzyme (Homo sapiens), P14735; FAbeta-B cleavage; 0% vehicle, 100% cell-free pure enzyme wells; activation, % at 5.96 µM; hit rate 0.073% among 340,000;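 active means activation above the mean of all tested compounds plus 3 SD, set per screening campaign, cut at about 17% in these data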
Target sequence (P14735 whole entry, looked up): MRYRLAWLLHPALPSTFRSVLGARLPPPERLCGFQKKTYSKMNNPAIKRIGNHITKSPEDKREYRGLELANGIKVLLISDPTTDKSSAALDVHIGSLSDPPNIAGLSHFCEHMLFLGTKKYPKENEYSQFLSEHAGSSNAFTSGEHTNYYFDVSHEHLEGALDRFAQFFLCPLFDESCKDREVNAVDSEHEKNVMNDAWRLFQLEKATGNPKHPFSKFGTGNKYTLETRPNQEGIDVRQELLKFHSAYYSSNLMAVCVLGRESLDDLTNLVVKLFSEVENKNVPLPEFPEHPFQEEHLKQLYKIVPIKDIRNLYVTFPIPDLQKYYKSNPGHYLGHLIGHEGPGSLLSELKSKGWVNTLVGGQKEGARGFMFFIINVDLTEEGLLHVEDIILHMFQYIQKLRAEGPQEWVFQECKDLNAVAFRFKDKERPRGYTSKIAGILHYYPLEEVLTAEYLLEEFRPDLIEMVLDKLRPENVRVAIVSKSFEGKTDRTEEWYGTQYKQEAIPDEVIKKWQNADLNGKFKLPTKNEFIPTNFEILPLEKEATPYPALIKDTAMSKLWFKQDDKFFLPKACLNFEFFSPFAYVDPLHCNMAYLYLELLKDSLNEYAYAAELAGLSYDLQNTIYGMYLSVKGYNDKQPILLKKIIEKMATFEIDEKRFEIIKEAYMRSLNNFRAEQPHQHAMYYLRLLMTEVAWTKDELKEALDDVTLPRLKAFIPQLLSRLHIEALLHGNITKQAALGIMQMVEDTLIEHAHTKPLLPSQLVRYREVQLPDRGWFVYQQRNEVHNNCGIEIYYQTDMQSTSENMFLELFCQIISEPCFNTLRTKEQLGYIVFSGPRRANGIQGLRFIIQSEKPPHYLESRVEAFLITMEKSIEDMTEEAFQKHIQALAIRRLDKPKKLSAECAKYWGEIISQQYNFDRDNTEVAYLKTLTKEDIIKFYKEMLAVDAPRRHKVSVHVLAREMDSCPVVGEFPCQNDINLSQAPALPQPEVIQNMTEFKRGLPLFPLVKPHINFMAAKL
IDE cell inh: human IDE inhibitors in live cells, primary screen, fluorescence polarization, HEK cells, FAbetaB substrate | FAbetaB cleavage | inhibition, % at 5.59 µM | hit rate 0.41% among 320,000;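 active means percent inhibition above the average of all tested compounds plus 3 SD, set per screening campaign, cut at about 16% in these data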;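 further: IDE supplied by intact live HEK cells; FP after avidin binding of uncleaved biotin substrate so inhibition keeps polarization high; 0% = DMSO wells and 100% = 60 µM reference IDE inhibitor Ii1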
Starred values were filed as active, the others as inactive.

SMILES	IDE act	IDE cell inh
CNC(=O)c1c(NC(=O)CS(=O)(=O)c2ccc(Cl)cc2)sc(C)c1C	2.6	-2.5
Cc1ccc(NC(=O)COc2cccc(Oc3ccccc3)c2)cc1S(=O)(=O)N1CCOCC1	0.7	-5.3
COc1ccc(/C=C/C(=O)OCC(=O)N2CCc3ccccc32)cc1	1.7	-1.1
COc1ccccc1C(CNC(=O)c1cc(S(=O)(=O)N2CCOCC2)ccc1C)N1CCCC1 (stereo not drawn)	-4.9	-5.4
CCCCn1c(N)c(N(Cc2ccccc2OC)C(=O)CC2OC(=O)c3ccccc32)c(=O)[nH]c1=O (stereo not drawn)	-2.2	0.9
Cc1ccc(Sc2ncccc2C(=O)NCC(c2ccc(F)cc2)N2CCOCC2)cc1C (stereo not drawn)	-1.9	8.1
O=S(=O)(NCC(c1ccco1)N1CCc2ccccc2C1)c1ccc(F)cc1 (stereo not drawn)	0.0	-0.4
O=Nc1c(O)c2ccccc2c2ccccc12	2.7	0.1
Cc1ccc(S(=O)(=O)CCC(=O)Nc2nnc(-c3ccccc3S(C)(=O)=O)o2)cc1	-0.5	5.7
CCC(C)Sc1ccc([C@H]2N[C@@](CC(C)C)(C(=O)OC)[C@H]3C(=O)N(CC)C(=O)[C@@H]23)cc1 (stereo partly drawn)	-2.1	-3.9

Single records (already shown). Screens in order: IDE act, IDE cell inh
Listed for `CNC(=O)c1c(NC(=O)CS(=O)(=O)c2ccc(Cl)cc2)sc(C)c1C` = 2.6, -2.5
Listed for `COc1ccc(/C=C/C(=O)OCC(=O)N2CCc3ccccc32)cc1` = 1.7, -1.1
Listed for `O=S(=O)(NCC(c1ccco1)N1CCc2ccccc2C1)c1ccc(F)cc1` (stereo not drawn) = 0.0, -0.4
Listed for `Cc1ccc(S(=O)(=O)CCC(=O)Nc2nnc(-c3ccccc3S(C)(=O)=O)o2)cc1` = -0.5, 5.7
Listed for `CCC(C)Sc1ccc([C@H]2N[C@@](CC(C)C)(C(=O)OC)[C@H]3C(=O)N(CC)C(=O)[C@@H]23)cc1` (stereo partly drawn) = -2.1, -3.9

Following part:
SMILES	IDE act	IDE cell inh
COCCn1c(SCC(=O)NNC(=O)c2cc(Cl)ccc2OC)nnc1-c1ccncc1	2.3	-2.2
O=C(CNC(=O)c1ccc2c(=O)n3c(nc2c1)CCC3)Nc1ccc(F)c(F)c1	-7.2	4.4
O=C1C=C(c2ccc(OC(F)(F)F)cc2)C[C@@H](c2ccc(F)cc2)C1	-1.9	-2.0
Cc1cc(C)n2nc(C(=O)OCC(=O)c3ccc(F)cc3)nc2n1	2.5	0.6
CCN(CC(=O)NCc1cccs1)C(=O)c1cccc(Cl)c1	3.4	1.2
CC(C)CC1Nc2ncnc(N3CCOCC3)c2N(Cc2ccc(Br)cc2)C1=O (stereo not drawn)	1.0	-2.4
O=C(OCc1nc2ccsc2c(=O)[nH]1)c1ccc(Cl)s1	-1.1	1.1
CC(Sc1ccccc1F)C(=O)Nc1ccc2c(c1)OCCO2 (stereo not drawn)	-1.4	2.7
CCCCn1c(N)c(N(CC)C(=O)C2CCC2)c(=O)[nH]c1=O	1.6	-1.2
O=C(CCC(=O)N1CCN(c2ccccn2)CC1)c1cccs1	4.7	-0.3
CN(Cc1ccccc1)C(=O)c1ccc(NC(=O)Cc2cccc(NC(=O)C3CCCN(C(=O)C4CCC4)C3)c2)cc1 (stereo not drawn)	3.2	0.6
O=S(=O)(c1ccccc1)N1CCN(Cc2c(O)ccc3ccccc23)CC1	0.6	5.4
CC(=O)Nc1ccc(NC(=O)C(C)OC(=O)C2CCC2)cc1 (stereo not drawn)	3.7	4.1
CS(=O)(=O)NNC(=O)Cn1nnc(-c2ccc(OCc3ccccc3Cl)cc2)n1	-9.1	-0.1
CC1(C)CC2CC(C)(CN2C(=O)COC(=O)c2ccc(NC(=O)CC#N)cc2)C1 (stereo not drawn)	1.8	-2.9
CC1CCN(CC[C@H]2CCCN2S(=O)(=O)c2cccc(O)c2)CC1	-2.9	3.7
COc1ccc(C(C)(C)C)cc1NC(=O)CCc1c(C)noc1C	5.3	3.6
COc1ccc(C(=O)COC(=O)CNC(=O)c2ccccc2)cc1F	2.5	-1.7
Cc1ccc(S(=O)(=O)NCCC(=O)OCc2ccc([N+](=O)[O-])cc2)cc1C	2.3	-4.5
O=C(CCN=C1NS(=O)(=O)c2ccccc21)OCc1cccc(Cl)c1	3.7	-6.7
Cc1cc(C(=O)CSc2nnc(N)s2)c(C)n1C1CC1	2.0	0.2
COc1ccc(S(=O)(=O)N2CCOCC2)cc1NC(=O)CSc1nnc(C2CC2)n1C1CC1	-1.1	3.3
CCOc1ccc(CCNC(=O)Cc2ccc(S(=O)(=O)N3CCOCC3)s2)cc1OCC	5.8	-0.8
CCN(CC(=O)NCc1cccs1)C(=O)/C=C/c1cc(Br)ccc1OC(F)F	5.2	0.6
COc1cccc(CN(C)C(=O)C2CSC3(C)CCC(=O)N23)c1OC (stereo not drawn)	4.0	1.5
COc1ccc(-c2nc(SCC(=O)N(CC(C)C)c3c(N)n(Cc4ccccc4)c(=O)[nH]c3=O)n[nH]2)cc1	2.6	0.2
Cc1ccc(S(=O)(=O)Nc2cccc(C(=O)NCC(c3ccco3)N3CCCC3)c2)cc1F (stereo not drawn)	2.2	-2.5
COc1ccc(NC(=O)C2CCC2)cc1S(=O)(=O)Nc1cc(C)ccc1Br	-3.4	-1.9
C[C@@H](OC(=O)N(C)Cc1ccccc1)[C@H]1O[C@]2(C)CCCC[C@H]1O2	2.4	0.1
O=C(Nc1cccc(S(=O)(=O)NC2=NCCC2)c1)c1ccc(F)cc1	0.4	-4.0
CN(c1ccccc1)S(=O)(=O)c1ccc(C(=O)NCc2ccccc2F)cc1	2.6	4.4
Cc1c(NC(=O)COC(=O)/C=C/c2ccccc2Br)c(=O)n(-c2ccccc2)n1C	2.9	5.0
O=C(NCCCn1ccnc1)c1ccc(-c2cccc(Cl)c2Cl)o1	-4.2	4.2
O=C(NCC1CCCN1S(=O)(=O)c1cccs1)c1ccc([N+](=O)[O-])cc1 (stereo not drawn)	-4.1	7.7
Cc1ccc(S(=O)(=O)CCC(=O)Nc2nnc(-c3ccc(F)cc3)o2)cc1	4.9	-2.0
Cc1cccn2c(=O)nc(SCC(=O)Nc3cccc4ccccc34)nc12	2.9	-1.2
CN(C)c1nc2c(c(=O)n(C)c(=O)n2C)n1CC(=O)c1cccs1	2.4	-0.7
O=C(Cn1nc(C(=O)O)c2ccccc2c1=O)Nc1cccc(S(=O)(=O)N2CCOCC2)c1	1.8	-3.3
CCNC(=O)c1ccc(NC(=O)CC2SC(N3CCCCC3)=NC2=O)cc1 (stereo not drawn)	0.2	5.9
O=C(Nc1cc2c3c(c1)CC(=O)N3CCC2)c1ccc(Cl)cc1	0.1	1.4
CCOc1ccc(C(C)NC(=O)c2ccc3c(c2)NC(=O)C(C)S3)cc1OCC (stereo not drawn)	5.2	1.3
CC(C)n1nc(C(=O)NC2CCCCCC2)c2ccccc2c1=O	2.9	3.7
Cc1cc(NC(=O)c2cccc(Br)c2)no1	7.5	-3.5
CC(=O)Nc1cccc(NC(=O)c2ccccc2OCc2c(C)noc2C)c1	2.4	1.9
CCN(CC)S(=O)(=O)c1ccc(N2CCOCC2)c(NC(=O)CC2OC(=O)c3ccccc32)c1 (stereo not drawn)	-3.5	3.9
O=C(C[C@H]1C/C=C\C[C@@H](Cc2ccc(F)cc2)C(=O)OC[C@H]2CCCN2C1=O)NCCO	0.3	-1.1
Cc1ccn2c(NC3CCCCC3)c(-c3cccc(-c4cccc(Cl)c4)c3)nc2c1	7.9	5.1
CCn1c2ccccc2c2cc(NC(=O)COC(=O)c3ccc(O)cc3)ccc21	7.4	1.3
O=C(O)c1cccc(N/N=C(\N=Nc2ccccc2)c2ccccc2)c1	4.8	-0.9
CC(=O)N1CCN(c2ccc(N)cc2)CC1	-3.6	-2.7
(listing goes on)
SMILES	IDE act	IDE cell inh
O=c1oc(CCO)cc2ccc(-c3ccc4[nH]ccc4c3)cc12	2.8	-1.6
O=S(=O)(Nc1nc2ccccc2nc1N1CCN(CCO)CC1)c1cc(F)ccc1F	-0.6	-5.7
Cc1cccnc1NC(=O)CNC(=O)c1sc2ccccc2c1Cl	-0.5	4.4
COC(=O)C1CCN(CC(=O)NC(=O)Nc2ccccc2F)CC1	-1.1	-0.3
O=C(NCCN1C(=O)S/C(=C\c2cccnc2)C1=O)c1ccc([N+](=O)[O-])s1	1.1	1.4
O=C1C=C(c2ccc(OC(F)(F)F)cc2)C[C@@H](c2ccc(Cl)cc2)C1	4.5	-1.2
CCc1cc(C(=O)N(Cc2ccccc2)c2c(N)n(CCOC)c(=O)[nH]c2=O)sc1C	-5.1	5.5
Nc1ccccc1S(N)(=O)=O	-0.8	1.2
CCCCn1c(N)c(N(CC(C)C)C(=O)CC2CCCCC2)c(=O)[nH]c1=O	6.0	-3.6
CCOc1ccc(NC(=O)CN(C)C(=O)CCNC(=O)c2ccc(Br)cc2)cc1OCC	7.5	0.4

The closing 2 compounds of the part before open the next one:
SMILES	IDE act	IDE cell inh
CCCCn1c(N)c(N(CC(C)C)C(=O)CC2CCCCC2)c(=O)[nH]c1=O	6.0	-3.6
CCOc1ccc(NC(=O)CN(C)C(=O)CCNC(=O)c2ccc(Br)cc2)cc1OCC	7.5	0.4
O=C(c1ccc(N2CCOCC2)c([N+](=O)[O-])c1)N1CCN(c2ccccc2F)CC1	2.9	3.4
CSCCC(NC(=O)COc1ccccc1)C(=O)OCCOc1ccc(C)cc1 (stereo not drawn)	2.9	-4.5
COc1cc(C(=O)NCCc2ccc(F)cc2)ccc1OCC(=O)N1CCOCC1	-0.4	9.6
CC(C)(C)c1ccc(OCCC(=O)OCC(=O)NC2CCCCC2)cc1	1.3	-3.9
O=C(COC(=O)C12CC3CC(CC(Br)(C3)C1)C2)Nc1cccc(S(=O)(=O)N2CCOCC2)c1	2.3	1.6
O=C(NNC(=O)C1CC1)c1cc(=O)[nH]c2ccccc12	8.4	-1.6
COc1ccc(C(CNC(=O)C(=O)Nc2ccc3c(c2)OCO3)N2CCN(C)CC2)cc1 (stereo not drawn)	2.3	0.4
Cc1cc(NC(=O)CN(C)CC(=O)Nc2ccc(F)c(F)c2F)no1	2.5	2.9
COc1ccc(C(=O)OCC(=O)NC(=O)NCc2ccccc2)cc1[N+](=O)[O-]	1.6	3.0
CC(OC(=O)c1cc(=O)[nH]c2ccccc12)C(=O)NC1CCCCC1C (stereo not drawn)	4.2	0.0
CC1(C)OC(=O)C=C[C@]2(C)[C@H]3CC[C@@]4(C)[C@H](C(=O)O)OC(=O)[C@H]5O[C@]54[C@]3(C)C(=O)C[C@@H]12	-1.4	3.2
COc1ccc(-c2nnc(SC)nc2-c2ccc(OC)c([N+](=O)[O-])c2)cc1[N+](=O)[O-]	-3.0	6.6
CC(=O)C(Cc1ccccc1)NC(=O)CN1c2cccc3cccc(c23)S1(=O)=O (stereo not drawn)	4.4	1.3
COc1cc(S(=O)(=O)N2CCN(Cc3cccs3)CC2)ccc1NC(C)=O	0.6	-0.9
O=C(NCC1CCCO1)c1ccccc1NS(=O)(=O)c1ccc(F)cc1 (stereo not drawn)	-1.3	0.4
O=C(NCc1cccnc1)c1ccc(Br)o1	2.1	0.9
O=C1CN(C(=O)CSc2ccccn2)c2ccccc2N1	-3.2	-0.6
Cc1cc(NC(=O)C(C)SCC(=O)N(Cc2ccccc2)c2ccccc2)no1 (stereo not drawn)	1.6	-3.5
Cc1ccccc1OCC(=O)OCC(=O)NCc1ccccc1	6.2	4.9
CC(=O)c1ccc(OCC(=O)OC(C)C(=O)NC2CCCCC2)cc1 (stereo not drawn)	-2.2	0.1
CN(CC(=O)Nc1ccc(Cl)cc1)C(=O)c1ccc(N2CCCC2=O)cc1	1.0	2.2
COc1ccc(NC(=O)CN(C)C(=O)Cc2ccc3c(c2)OCCO3)cc1	5.3	-7.9
CCOc1cc(/C=C/C(=O)OCC(=O)NCC2CCCO2)cc(Cl)c1OC (stereo not drawn)	3.9	2.5
CCN(CC(=O)Nc1ccc2c(c1)OCCO2)C(=O)CC(NC(C)=O)c1ccccc1 (stereo not drawn)	8.1	-6.9
CN(C(=O)c1cccc(S(=O)(=O)N2CCCCC2)c1)C1CCS(=O)(=O)C1 (stereo not drawn)	4.1	0.9
CCCCN(C(=O)C1=COCCO1)c1c(N)n(CCC)c(=O)[nH]c1=O	-5.9	2.8
COc1ccc(NC(=O)CSc2n[nH]c(-c3ccncc3)n2)cc1Cl	-2.2	12.7
Cc1cc(NC(=O)CSCC(=O)Nc2cc(C(F)(F)F)ccc2N2CCOCC2)no1	-0.3	-8.3
CCOC(=O)[C@H]1[C@H]2COc3ccccc3[C@@H]2N2C(=O)c3ccc(C)cc3NC(=O)[C@@]12C	-2.3	2.8
COc1cccc(NC(=O)CN(C)C(=O)c2cccnc2Sc2ccc(C)c(C)c2)c1	2.5	0.2

Rewritten with the structure last: entries from further up.
IDE act,IDE cell inh,canonical_smiles
1.0,2.2,CN(CC(=O)Nc1ccc(Cl)cc1)C(=O)c1ccc(N2CCCC2=O)cc1
5.3,-7.9,COc1ccc(NC(=O)CN(C)C(=O)Cc2ccc3c(c2)OCCO3)cc1
3.9,2.5,CCOc1cc(/C=C/C(=O)OCC(=O)NCC2CCCO2)cc(Cl)c1OC (stereo not drawn)
8.1,-6.9,CCN(CC(=O)Nc1ccc2c(c1)OCCO2)C(=O)CC(NC(C)=O)c1ccccc1 (stereo not drawn)

More compounds follow.
SMILES	IDE act	IDE cell inh
Cc1cc(C)cc(NC(=O)CN(C)CC(=O)N(CC(C)C)c2c(N)n(CC(C)C)c(=O)[nH]c2=O)c1	7.8	-1.0
O=C(CCNS(=O)(=O)c1cccc(Cl)c1)OCC(=O)N1CCN(C(=O)c2ccco2)CC1	5.0	-4.8
CC12CCC(=O)N1C(C(=O)N1CCN(S(=O)(=O)c3ccc(Br)cc3Cl)CC1)CS2 (stereo not drawn)	-10.5	11.8
CC(=O)Nc1ccc(C(=O)OCC(=O)NCc2ccc3c(c2)OCO3)cc1	-2.5	0.7

Some of the compounds tested; the hit share may differ from the screen's.
